PfHsp40 rescue – rescue of yeast from PfHsp40 toxicity, primary screen, S. cerevisiae, ATP luminescence. S. cerevisiae expressing PfHsp40, growth rescue. growth rescue, % at 12.5 µM. actives 0.68% (n = 340,000); in the data active = growth rescue above about 28%, passing the limit was not always enough; inconclusive = no clear call, values can overlap the other calls;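 note: yeast W303a lacking pdr1 and pdr3 grown in galactose medium; growth measured after three days at 30 °C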
SSB-PriA inh – inhibitors of Klebsiella pneumoniae PriA binding to SSB C-terminal tail, primary screen, biochemical, AlphaScreen | actives 0.6% (n = 430,000) | inhibition, % at 33 µM | AlphaScreen SSBct-PriA binding, biotinylated peptide | PriA–SSB C-terminal tail interaction (Klebsiella pneumoniae); in the data active = inhibition mostly above about 37%, no sharp cut-off; inactive = mostly below about 20%;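 note: plate controls were negative control peptide for no effect and reference peptide for full effect; strong numbers were not always called active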
PrPC TRFRET – inhibitors of human cell surface prion protein PrPC, primary screen, cell-based, TR-FRET; inhibition, % at 13.8 µM; actives 0.43% (n = 370,000); Major prion protein (Homo sapiens), P04156; TR-FRET read-out; in the data active = inhibition above about 24%; note: 0% = median of the test wells and 100% = reference compound wells
BoNT A protease – BoNT/A light chain protease inhibitors, primary screen, biochemical, flow cytometry, MLPCN library. Botulinum neurotoxin type A light chain protease (Clostridium botulinum A str. ATCC 3502). multiplex microsphere protease substrate cleavage. inhibition, % at 10 µM. actives 0.17% (n = 360,000); note: plate controls were buffer without enzyme for full effect and enzyme alone for no effect
Vc quorum ag – inducers of Vibrio cholerae quorum light production without autoinducers, primary screen, BH1578 luxS cqsA deficient, single point. actives 0.16% (n = 350,000). V. cholerae BH1578 lux reporter, luminescence, 6 h. activation, % at 18.7 µM; in the data active = activation mostly above about 9.7%, no sharp cut-off; inconclusive = no clear call, values can overlap the other calls; inactive = mostly below about 3.7%; note: not every result past the cut was called active; inactives centre near 0; reference of the scale not given here
TcdB GH inh – TcdB glycohydrolase inhibitors, primary screen, biochemical, single point, plate reader. Toxin B (Clostridioides difficile), P18177. TcdB glycohydrolase enzymatic assay. inhibition, % at 9.99 µM. actives 0.24% (n = 350,000). AID 652162, 2013; in the data active = inhibition above about 10%
SARS 3CLpro inh – SARS-CoV 3CLpro protease inhibitors, primary screen, biochemical, quenched FRET; inhibition, % at 6 µM; actives 0.14% (n = 290,000); AID 1706, 2009; recombinant SARS-CoV 3CLpro, quenched FRET peptide cleavage; in the data active = inhibition above about 12%
Anthrax LF inh2 – Bacillus anthracis LF protease inhibitors, primary screen, biochemical, multiplex microsphere, MLPCN library | actives 0.12% (n = 360,000) | multiplex microsphere protease cleavage assay | Lethal factor (Bacillus anthracis), P15917 | inhibition, % at 10 µM; note: plate controls were buffer without enzyme for full effect and enzyme alone for no effect
Yp Topo-I inh – Yersinia pestis topoisomerase I inhibitors, primary screen, biochemical, cleavage product accumulation, plate reader, single point. DNA topoisomerase I (Yersinia pestis CO92). Y. pestis Topo-I cleavage product accumulation. activity, % at 10 µM. actives 0.064% (n = 360,000); in the data active = activity above about 50%, passing the limit was not always enough; inconclusive = no clear call, values can overlap the other calls; note: inactives centre near 2
* marks the source's active call; other numbers are inactive results; i = inactive; ? = inconclusive; . = no result given; & = joins results of further samples. Cut-off read from the data, not from the text of the source, unless noted: active = inhibition above about 30%; inconclusive = no clear call, values can overlap the other calls; inactive = below that. A portion of the library (hit frequency here may not be typical).

SMILES	PfHsp40 rescue	SSB-PriA inh	PrPC TRFRET	BoNT A protease	Vc quorum ag	TcdB GH inh	SARS 3CLpro inh	Anthrax LF inh2	Yp Topo-I inh
CCCCCCN1C(=O)C(O)=C(C(C)=O)C1c1ccccc1[N+](=O)[O-] (stereo not given)	1.7	0	-11	-0.6	-0.8	-1.5	0	0	2
NC(=O)C1CCN(c2ccc(S(=O)(=O)N3CCC(Cc4ccccc4)CC3)cn2)CC1	-1.1	-6	5	-0.3	-0.5	1.3	-2	-4	26
Cc1ccc(N2CC(C(=O)Nc3ccc(S(=O)(=O)Nc4ncccn4)cc3)CC2=O)cc1C (stereo not given)	0.4	-5	-12	-0.7	-0.5	0.8	2	-9	0
CCOc1ccc(C2CC(=O)NC3=C2C(=O)CCC3)cc1Cl (stereo not given)	-0.2	-7	2	1.0	0.9	.	4	-3	-7
CC1(C)Cc2c(sc(NC(=O)/C=C/C(=O)O)c2C#N)CO1	3.6	6	3	0.9	-0.6	1.5	1	-6	1
O=C(NCc1ccccn1)c1ccccc1OCc1ccc(Cl)cc1Cl	3.0	0	-7	-0.6	-1.4	0.1	.	-1	47
CCOC(=O)CN(C(=O)CCC(=O)Nc1cc(C)on1)C(C(=O)NC1CCCC1)c1cccnc1 (stereo not given)	-1.3	-13	10	-0.8	-3.2	.	-8	3	-14
COC(=O)C1=C(c2ccc(F)cc2F)C[C@@H]2CC[C@H]1N2C(=O)N1CCC(O)(c2ccc(Cl)cc2)CC1	12	-7	-2	-1.3	-2.4	-0.9	.	-6	18
CC(=O)c1ccc(-c2nnc(CCC(=O)N(C)Cc3cccc4cnccc34)o2)s1	-1.3	6	0	-0.4	-0.4	2.1	4	3	7
O=C(COC(=O)c1ccc(F)c(S(=O)(=O)N2CCOCC2)c1)NCc1ccc(F)cc1	-1.5	-16	6	-0.1	.	-1.0	.	5	14
CC(=O)N1CCN(C(=O)c2ccc(C(=O)c3ccccc3)cc2)CC1	-1.3	-10	5	0.4	-0.6	-0.4	4	-2	10
Cc1ccc(CC(=O)N/N=C/c2ccc(OC(=O)c3ccc([N+](=O)[O-])cc3)cc2)cc1	-1.9	.	-6	0.1	-3.8	0.4	4	0	5
COCCCN(Cc1cccs1)S(=O)(=O)c1csc(C(N)=O)c1	-0.7	-27	0	0.3	i	0.9	5	-2	-5
COc1ccccc1Oc1nc2c(c(=O)n(Cc3ccccc3F)c(=O)n2C)n1C	1.4	-10	-9	-0.6	-0.2	.	1	-1	35
Cc1ccccc1-c1cnc(C(O)c2ccc(Cl)cc2C)[nH]1 (stereo not given)	.	.	7	-0.1	i	-6.1	.	2	3
O=C(NCCOc1ccc(Cl)cc1)C1CC(=O)N(c2ccc3c(c2)OCCO3)C1 (stereo not given)	1.9	2	1	1.1	i	0.9	.	-7	29
CN(C)CC#CCOCCOCCC#N	-1.0	-19	-2	-0.5	0.6	.	-3	1	-2
COc1cc(CC(=O)N2C[C@H]3C[C@@H](C2)c2cccc(=O)n2C3)cc(OC)c1OC	-0.2	.	-11	-0.7	-0.1	0.5	.	1	-3
Nc1nc(SCC(=O)c2ccc([N+](=O)[O-])cc2)n[nH]1	-0.3	-1	-15	0.4	-0.1	1.6	2	-1	4
CN(C)c1ccc(C(=O)Nc2ccc(CN3CCS(=O)(=O)CC3)cc2)cc1	-1.2	1	4	-0.3	-0.3	0.7	-2	-4	-1
CCn1c(CCCNC(=O)c2ccco2)nc2ccccc21	0.2	-6	2	0.2	-0.6	-0.1	-7	-7	3
O=C(CS(=O)c1cccc(Cl)c1)Nc1ccccc1Cl (stereo not given)	-1.0	0	7	?	i	.	-1	-2	-4
Cc1ccc(-n2nnnc2SCC#N)cc1	1.6	-2	-1	-1.3	-0.4	1.2	-1	-4	4
Cc1ccc(CNC(=O)c2ccc3c(c2)NC(=O)C(N2CCOCC2)S3)cc1 (stereo not given)	3.2	-5	4	-0.5	-0.5	1.6	-1	-4	-6
CCn1nnnc1SCC(=O)N1c2ccccc2Sc2ccccc21	0.7	8	-3	0.7	-1.5	.	-4	2	22
Cc1ccccc1Nc1nc(-c2sc(NC(=O)c3ccco3)nc2C)cs1	-2.0	26	7	0.1	i	1.0	2	-1	-15
O=C(N/N=C/c1ccccn1)c1cc([N+](=O)[O-])cc([N+](=O)[O-])c1	-1.2	.	-31	-2.1	0.8	0.0	-1	1	-2
C[N+]12CCC(CC1)C(=C(c1ccccc1)c1ccccc1)C2	-1.5	-9	3	-0.2	-0.3	-1.0	-3	-1	8
CCOC(=O)CNC(=O)CNC(=O)c1ccc(OCC(C)C)cc1	0.8	-4	-4	0.2	.	.	-5	2	8
CCCCn1c(=O)[nH]c(=O)c2c1nc(-c1ccncc1)n2CCOC	-1.0	-11	-3	0.6	-0.7	1.0	4	-6	-7
c1ccc(NC2=NCCCCS2)cc1	4.3	-3	7	-0.2	-0.2	.	-5	0	-10
COCCn1c(-c2ccc(-c3ccccc3Cl)o2)nc2c1c(=O)[nH]c(=O)n2CC(C)C	0.2	-12	3	3.9	-1.9	.	-1	-4	-3
O=C(O)C1CCC(N2C(=O)C3CCCCC3C2=O)CC1 (stereo not given)	-0.3	-12	-6	-0.2	-0.1	.	-3	-3	-1
O=C(c1ccccc1-c1ccccc1)N1CCCCC1	1.0	8	4	0.1	i	-0.2	-7	0	4
O=C(c1ccccc1)N1CCN(CCc2ccccn2)CC1	1.1	-5	-1	-1.9	-0.3	0.3	1	-6	1
O=C(NCCN1CCCC1)c1ccccc1Cl	-1.9	-12	-2	0.7	i	0.1	-1	-1	0
Cc1cccc(C)c1OCCn1nc(C(=O)O)c2ccccc2c1=O	1.1	-2	3	-1.6	i	.	3	8	34
O=C(c1cc(S(=O)(=O)N2CCOCC2)ccc1Cl)N1CCOCC1	-0.8	-4	4	1.9	i	0.0	-3	0	-8
COc1ccc2oc(C(=O)OCC(=O)N(C)C3CCS(=O)(=O)C3)c(C)c2c1 (stereo not given)	0.1	33	-3	4.9	-0.9	-0.6	.	-3	1
CCOCCCNC(=O)CN1C(=O)CSc2ccc(S(=O)(=O)N3CCOCC3)cc21	-0.2	-6	-1	-1.0	0.4	1.7	-5	-2	-4
COc1ccc(C(=O)OCC(=O)c2ccccc2)cc1S(=O)(=O)N1CCOCC1	0.8	-7	10	3.0	-1.3	0.1	4	1	18
C=CCc1c(C)nc(SC)nc1Nc1ccc(C(C)=O)cc1	1.3	-12	3	1.5	i	.	-1	-4	4
O=C(CSc1ncn[nH]1)NCc1ccc(Cl)cc1	0.8	6	7	0.3	-1.5	0.8	0	0	2
c1ccc2c(c1)-c1cccc3cncc-2c13	0.5	-51	4	-0.6	-1.1	1.0	.	-4	9
Cc1nnc(SCC(=O)Nc2ccc3c(c2)OCO3)[nH]c1=O	0.5	3&-5	1	-0.1	-0.2	-1.1	-2	0	8

Gathered by group, the compounds so far containing a thiophene ring, fused or not (three)
SMILES	PfHsp40 rescue	SSB-PriA inh	PrPC TRFRET	BoNT A protease	Vc quorum ag	TcdB GH inh	SARS 3CLpro inh	Anthrax LF inh2	Yp Topo-I inh
CC1(C)Cc2c(sc(NC(=O)/C=C/C(=O)O)c2C#N)CO1	3.6	6	3	0.9	-0.6	1.5	1	-6	1
CC(=O)c1ccc(-c2nnc(CCC(=O)N(C)Cc3cccc4cnccc34)o2)s1	-1.3	6	0	-0.4	-0.4	2.1	4	3	7
COCCCN(Cc1cccs1)S(=O)(=O)c1csc(C(N)=O)c1	-0.7	-27	0	0.3	i	0.9	5	-2	-5

Compound profiles, from the list above. Values in the order: PfHsp40 rescue, SSB-PriA inh, PrPC TRFRET, BoNT A protease, Vc quorum ag, TcdB GH inh, SARS 3CLpro inh, Anthrax LF inh2, Yp Topo-I inh
c1ccc2c(c1)-c1cccc3cncc-2c13 across the screens: 0.5, -51, 4, -0.6, -1.1, 1.0, ., -4, 9
COCCn1c(-c2ccc(-c3ccccc3Cl)o2)nc2c1c(=O)[nH]c(=O)n2CC(C)C across the screens: 0.2, -12, 3, 3.9, -1.9, ., -1, -4, -3
c1ccc(NC2=NCCCCS2)cc1 across the screens: 4.3, -3, 7, -0.2, -0.2, ., -5, 0, -10
O=C(O)C1CCC(N2C(=O)C3CCCCC3C2=O)CC1 (stereo not given) across the screens: -0.3, -12, -6, -0.2, -0.1, ., -3, -3, -1

Additional records follow:
SMILES	PfHsp40 rescue	SSB-PriA inh	PrPC TRFRET	BoNT A protease	Vc quorum ag	TcdB GH inh	SARS 3CLpro inh	Anthrax LF inh2	Yp Topo-I inh
COc1ccc(Br)cc1C(=O)Nc1cccc2ncccc12	0.9	-14	-3	-0.8	i	1.4	-4	-4	30
CSc1cccc(NC(=O)c2cnn3ccccc23)c1	-0.4	9	3	-0.1	i	2.4	3	0	-2
O=C(Cn1ccc2cc(S(=O)(=O)N3CCCC3)ccc21)NCCc1ccccc1	0.7	-13	13	1.8	-6.7	-2.9	-8	0	1
CNC(=O)c1c(NC(=O)c2ccc(S(=O)(=O)N3CCCCC3C)cc2)sc2c1CCN(C)C2 (stereo not given)	-1.5	1&-10	-15	9.7	-0.7	1.3	-4	5	7
COc1ccccc1CNC(=O)COC(=O)c1ccc(N2CCCC2=O)cc1	-0.2	2	7	1.2	-8.0	-0.1	.	4	0
CCCn1nc(NC(=O)c2cccs2)c2cc3cccc(C)c3nc21	.	-33	-14	1.2	i	0.8	0	4	-9
Cc1ccc(NC(=O)c2cc(-c3ccco3)on2)cc1	-0.1	-14	3	-1.6	0.4	.	-10	0	10
O=C(c1ccc2c3c(cccc13)CC2)C1CCCN(CC2CC2)C1 (stereo not given)	0.8	13	-5	0.8	-0.2	1.3	-1	1	7
Cc1cc(NC(=O)Nc2ccc(Cl)cc2)no1	-1.0	-11	7	1.0	-0.3	0.3	-2	8	5
O=C(c1cnn(-c2ccccc2)c1-n1cccc1)N1CCN(C2CCCCC2)CC1	-1.2	-6	5	-0.7	-0.8	1.0	-1	0	7
CCC(C)NC(=O)C1(NC(=O)Nc2ccccc2)CCCCC1 (stereo not given)	-0.7	-9	2	-1.5	1.4	-1.2	-2	-5	-1
COc1cccc(CNC(=O)CCc2nnc3ccc(NCCCN4CCCC4=O)nn23)c1	-0.4	0	2	3.5	-0.2	-1.4	1	7	-3
COc1cccc2c1OCC(CN1CCN(Cc3ccccc3)C(CCO)C1)=C2 (stereo not given)	-1.7	-4	-8	-0.5	i	1.3	5	2	29
Cc1ccc(NC(=O)Cn2nnc(-c3ccccc3-n3cnnn3)n2)c(C)c1	-0.7	-1	3	0.6	-0.2	0.0	0	-5	-10
CCOc1ccc(NC(=S)NC(=O)Cc2ccccc2)cc1	8.9	2&-2	7	1.6	-0.3	2.0	0	-1	16

Screening data: PubChem BioAssay, several laboratories
